NCOA3 inh: inhibitors of human steroid receptor coactivator 3 (SRC3); HEK293 GAL4-SRC3 luciferase reporter, luminescence; Q9Y6Q9; 0.17% of 360,000 active; inhibition, % at 3.6 µM;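 active = inhibition above a per-campaign cutoff, the mean of all compounds plus 3 SD, cut at about 60% in these data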;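 note: 0% = DMSO-treated cells and 100% = gossypol-treated cells at 36 µM; higher means less SRC3-driven luciferase light from the GAL4 reporter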
TWEAK-Fn14 inh: inhibitors of TWEAK-Fn14 interaction signaling. AID 1159606. 2% of 360,000 active. inhibition, % at 10 µM. TWEAK-stimulated Fn14 reporter cells, luciferase luminescence, 8 h; in the data active = inhibition above about 50%
LRH-1 inv ag: inverse agonists of human LRH-1 (NR5A2) | O00482 | HEK293T StAR-luciferase reporter, LRH-1 transfected, 24 h | inhibition, % at 3.6 µM | 0.13% of 360,000 active | AID 602396;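 active = inhibition above the mean inhibition of all tested compounds plus 3 SD, cut at about 73% in these data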;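 note: 0% = DMSO wells and 100% = reporter-only cells lacking LRH-1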
TROY NFkB inh: inhibitors of TROY-dependent NF-kB signaling; Q293 LMP1-TROYcd NF-kB luciferase reporter, 4 h; inhibition, % at 10 µM; 0.98% of 360,000 active;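 active = compounds whose plate-normalised and pattern-corrected inhibition of the luciferase reporter signal at the single screening dose is 50% or more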
NOD2-RIPK2 inh: NOD2-RIPK2 protein interaction inhibition; O43353; CHO BLA complementation NOD2-RIPK2, CCF4 ratio; inhibition, % at 4.98 µM; 0.38% of 360,000 active; AID 624267; in the data active = inhibition above about 21%;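 note: 0% = vehicle only and 100% = reference blocker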
ABHD5 PLIN5 PPI: inhibitors of human ABHD5-perilipin-5 interaction | Split G. princeps luciferase complementation, luminescence, 4 h | inhibition, % at 4 µM | 0.78% of 360,000 active | AID 602281;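 active = inhibition above the mean inhibition across every tested compound plus 3 SD, cut at about 22% in these data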;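 note: 0% = DMSO only wells and the 100% control is not disclosed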
COUP-TFII inh: inhibitors of human COUP-TFII (NR2F2); P24468; HEK293T NGFI-A luciferase reporter, luminescence; inhibition, % at 8.6 µM; 0.7% of 370,000 active; AID 686940;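 active = inhibition above a per-plate cutoff, mean inhibition of test wells between control levels plus 3 SD, cut at about 38% in these data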;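 note: cells cotransfected with COUP-TFII expression vector driving the NGFI-A reporter; 0% = median of COUP-TF2 test wells and 100% = reporter-only cells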
NCOA2 inhibitor: human SRC2 (NCOA2) inhibition | Q15596 | HEK293 GAL4-SRC2 luciferase reporter, luminescence | inhibition, % at 9 µM | 0.17% of 370,000 active | AID 651957;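 active = inhibition above the mean inhibition of all tested compounds plus 3 SD, set per campaign, cut at about 52% in these data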;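 note: 0% = DMSO treated cells and 100% = cells given Gossypol at 36 µM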
NCOA1 inh: human NCOA1 inhibition; HEK293 GAL4-SRC1 luciferase reporter, luminescence; inhibition, % at 3.6 µM; 0.12% of 360,000 active;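 active = inhibition above the campaign mean plus 3 SD, with each screening campaign given its own cutoff, cut at about 60% in these data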;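 note: 0% = DMSO treated cells and 100% = gossypol at 36 µM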
Granule exo inh: blocks lytic granule exocytosis. TALL-104 LAMP-1 surface exposure, flow cytometry; cells stimulated with thapsigargin and PMA. inhibition, % at 10 µM. 0.66% of 360,000 active. AID 651702;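 active = inhibition above about 55%, limit read from the data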
TLR9-MyD88 block: inhibitors of human TLR9-MyD88 binding | CHO BLA complementation TLR9-MyD88, CCF4 FRET ratio | AID 504734 | inhibition, % at 4.98 µM | 0.21% of 340,000 active;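 active = inhibition above the mean over all tested compounds plus 3 SD, cut at about 21% in these data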;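 note: 0% = DMSO only wells and 100% = clavulanate BLA inhibitor control wells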
Target sequence (Q99836 whole entry, looked up): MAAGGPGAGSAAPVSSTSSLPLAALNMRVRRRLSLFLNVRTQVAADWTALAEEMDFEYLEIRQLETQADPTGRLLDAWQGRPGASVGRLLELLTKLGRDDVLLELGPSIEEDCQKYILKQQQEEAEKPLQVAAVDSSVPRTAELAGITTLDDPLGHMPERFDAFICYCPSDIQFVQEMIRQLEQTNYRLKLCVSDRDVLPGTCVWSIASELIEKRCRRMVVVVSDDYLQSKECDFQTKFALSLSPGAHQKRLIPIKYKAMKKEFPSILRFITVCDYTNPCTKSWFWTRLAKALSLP
Target sequence (Q9NR96 whole entry, looked up): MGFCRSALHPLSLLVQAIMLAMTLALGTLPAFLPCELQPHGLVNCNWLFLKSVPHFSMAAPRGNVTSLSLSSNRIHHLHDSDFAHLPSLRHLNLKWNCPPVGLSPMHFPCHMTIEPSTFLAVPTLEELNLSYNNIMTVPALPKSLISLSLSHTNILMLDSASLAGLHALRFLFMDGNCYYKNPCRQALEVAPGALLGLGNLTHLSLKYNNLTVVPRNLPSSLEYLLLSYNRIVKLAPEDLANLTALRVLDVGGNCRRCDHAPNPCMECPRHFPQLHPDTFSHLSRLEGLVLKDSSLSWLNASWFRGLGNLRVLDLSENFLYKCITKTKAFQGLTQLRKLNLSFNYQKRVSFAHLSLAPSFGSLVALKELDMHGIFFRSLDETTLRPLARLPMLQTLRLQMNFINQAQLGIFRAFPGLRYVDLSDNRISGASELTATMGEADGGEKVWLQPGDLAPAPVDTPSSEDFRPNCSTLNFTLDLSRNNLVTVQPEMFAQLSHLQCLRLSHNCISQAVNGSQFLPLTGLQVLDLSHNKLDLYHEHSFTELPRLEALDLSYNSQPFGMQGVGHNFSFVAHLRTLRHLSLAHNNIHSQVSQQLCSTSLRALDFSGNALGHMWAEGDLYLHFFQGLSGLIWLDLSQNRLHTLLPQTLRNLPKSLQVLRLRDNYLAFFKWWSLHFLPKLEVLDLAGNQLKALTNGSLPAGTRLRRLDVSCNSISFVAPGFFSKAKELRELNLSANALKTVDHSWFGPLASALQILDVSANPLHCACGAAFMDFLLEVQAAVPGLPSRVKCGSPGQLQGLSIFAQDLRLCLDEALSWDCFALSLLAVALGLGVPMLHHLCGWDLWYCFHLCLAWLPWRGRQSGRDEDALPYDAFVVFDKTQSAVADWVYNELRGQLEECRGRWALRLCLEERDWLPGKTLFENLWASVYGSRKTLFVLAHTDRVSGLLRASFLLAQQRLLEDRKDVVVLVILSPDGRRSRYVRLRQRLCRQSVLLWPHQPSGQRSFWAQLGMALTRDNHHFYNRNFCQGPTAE
* = called active by the depositor; · = not tested or not shown. Only part of the results is shown. The share of hits here may be higher or lower than overall.

SMILES	NCOA3 inh	TWEAK-Fn14 inh	LRH-1 inv ag	TROY NFkB inh	NOD2-RIPK2 inh	ABHD5 PLIN5 PPI	COUP-TFII inh	NCOA2 inhibitor	NCOA1 inh	Granule exo inh	TLR9-MyD88 block
CNC(=S)NNC(=O)c1ccc(=O)n(Cc2cccc(C(F)(F)F)c2)c1	-2	15	-3	11	-3	-13	14	8	22	-5	·
CCNc1nc(NCC)n2c(SC(C(=O)Nc3cc(C)ccc3OC)c3ccccc3)nnc2n1 (stereo unspecified)	20	9	-7	-10	-8	5	7	-18	-22	0	-1
CC1(N=Cc2cc(Cl)ccc2O)COP(=O)(NC2CCCC2)OC1 (stereo unspecified)	-1	25	4	2	-4	-6	-3	-5	4	-7	3
CC(C)[C@@H](CO)NC(=O)[C@H]1O[C@@H](n2cnc3c(N)ncnc32)[C@H](O)[C@@H]1O	9	-9	-28	8	-4	-2	-13	2	16	3	·
CC(O)CNCCCCOc1ccc(OCc2ccccc2)cc1 (stereo unspecified)	-18	-13	-31	-25	3	8	-32	-24	-50	3	9
CCOC(=O)c1nnn(CC(=O)NC(=O)Nc2cccc(CC)c2)c1C(=O)OCC	13	-11	1	13	-11	-3	-4	15	14	-6	13
Cn1c(=O)c2cc(NC(=O)NCc3ccc(Cl)cc3Cl)ccc2n1Cc1ccc(F)cc1	0	3	9	-6	-13	2	23	4	2	14	·
CC(C)CN(C(=O)CN1CCc2ccccc21)c1c(N)n(CC(C)C)c(=O)[nH]c1=O	-1	7	6	20	0	-7	13	-6	-26	-4	-7
CCOC(=O)N1CCN(C(=O)CSc2ncccn2)CC1	6	3	-23	-2	-5	3	6	9	8	-5	-6
CC(C)CC(NC(N)=O)C(=O)NCCc1ccc(Cl)cc1Cl (stereo unspecified)	12	17	-15	7	-4	-3	6	15	-17	-5	10
CC1CCCN(CC(O)COc2ccc3c(c2)OCO3)C1 (stereo unspecified)	23	3	-2	12	-5	1	11	13	-7	2	4
Cc1cccn2c(=O)c3cc(C(=O)NCCCOC(C)C)sc3nc12	-8	-8	16	-19	-2	-2	7	-25	-20	-1	-4
COc1cccc(C2=CC(=O)CC(c3ccco3)C2)c1 (stereo unspecified)	-5	-6	-11	-8	2	8	4	4	-10	2	-3
Cc1onc(-c2ccccc2)c1C(=O)N/N=C/c1cc(Br)c(O)c(Br)c1	24	-7	16	-14	-8	12	3	12	5	3	8
O=C(c1c(Cl)cccc1Cl)N1CCN(c2ccccn2)CC1	-4	-42	4	-8	-19	-6	-1	-5	3	-3	4
COCCNC(=O)/C(C#N)=C/C=C/c1ccccc1[N+](=O)[O-]	-20	46	9	-23	1	0	-14	-2	-55	0	-12
CCc1ccc(C2=Nn3c(nnc3-c3cccs3)SC2)cc1	11	13	23	6	-11	4	6	-19	-8	4	2
CCc1cccc(OCC(=O)Nc2ccc(C(=O)O)cc2NC(=O)COc2cccc(CC)c2)c1	15	-5	1	3	1	4	12	-13	-10	3	3
CCn1nc(C(=O)OCC(=O)Nc2nc(-c3ccc(OC)cc3)cs2)c2ccccc2c1=O	-69	45	-91	43	-5	0	-26	-60	-68	29	1
O=C(COc1cccc2ccccc12)N/N=C/c1ccc(Sc2nc3ccccc3s2)o1	16	17	18	0	-1	-4	-5	-25	-3	3	5
COc1ccc(CCNC(=O)C(=O)NCc2ccc(C(C)C)cc2)cc1OC	7	12	8	-2	-8	1	7	-2	2	0	10
CCc1sc(C(=O)N2CCc3ccccc32)cc1C	-88	17	-141	-44	-7	-7	-41	-34	-122	-7	2
CS(=O)(=O)Nc1cccc(S(=O)(=O)N2CCN(C(=O)c3ccccc3)CC2)c1	10	-18	-26	8	-20	-7	-11	-15	-7	1	-5
O=C(CCN1CCN(Cc2ccccc2)CC1)Nc1cccc(Cl)c1	11	11	5	11	-1	6	19	8	8	0	0
O=C(c1cccc(F)c1)N1CCN(C(=O)c2nn3cccnc3c2Cl)CC1	-20	-7	-2	2	-6	6	6	-14	-6	0	-3
Clc1ccc2c(c1)C1OCCC1C(c1ccco1)N2 (stereo unspecified)	-37	1	-42	-11	-1	14	-39	-71	-59	1	-1
CC1CCCCN1c1nnc(NC(=O)Cn2c(=O)oc3ccccc32)s1 (stereo unspecified)	-2	-30	1	-13	2	1	-4	-13	8	2	7
C[C@@H]1CC=C[C@H]2[C@H]1C(=O)N(Cc1ccccc1)[C@H]2c1cccc([N+](=O)[O-])c1	-33	-2	-6	6	-10	3	0	13	-9	-6	3
CCc1nn(C(C)C(=O)N2CC(C)CC(C)C2)c(=O)c2cc3occc3n12 (stereo unspecified)	15	-9	-17	13	-4	0	-4	3	9	-2	-4
CN(Cc1ccccc1)Cc1cc(=O)oc2ccc3ccccc3c12	-2	-28	-8	-18	-2	2	-5	-26	-6	49	·
O=C(NCc1ccc(F)cc1)C1CCN(S(=O)(=O)N2CCCCC2)CC1	-12	-8	2	-4	-2	-4	20	10	-6	3	-6
O=C(Oc1ccc(N(Cc2cccs2)C2=NS(=O)(=O)c3ccccc32)cc1)c1ccc(Cl)cc1	-2	-2	-3	-14	3	-2	21	11	3	1	-7
C#CCOCCOCCOCCNc1nc(N2CCN(C(=O)[C@H](CCCCN)n3cc(CC(C)O)nn3)CC2)nc(N2CCN(C(=O)[C@H](CCCCN)n3cc(CC(C)O)nn3)CC2)n1 (stereo partly specified)	0	0	-3	0	-2	4	4	6	3	-4	-1
Clc1ccc(-c2nnc(Sc3nc4ccccc4o3)c3ccccc23)cc1	5	24	14	-19	7	9	8	14	-8	0	9
O=C1/C(=C/c2ccccn2)COc2ccccc21	-25	9	10	-1	-10	8	-7	-28	13	3	3
O=C(CCSCc1ccccc1Cl)NCc1cccs1	-5	-29	-12	-40	-2	1	6	19	-19	-4	-1
Cn1c(=O)oc2cc(S(=O)(=O)N3CCC(C(=O)N4CCN(c5ccccc5)CC4)CC3)ccc21	-10	5	4	-12	1	-1	5	-5	0	3	-11
Cc1cccc(NC(=O)Nc2ccc(OCc3ccccc3)cc2)n1	-2	-6	5	-17	5	6	9	-9	2	-4	7
CC(NC(=O)CCCCCN1C(=O)c2ccccc2C1=O)c1ccc2c(c1)CCCC2 (stereo unspecified)	5	14	3	13	-1	-6	-1	1	6	-6	-1
O=C(Cc1ccc([N+](=O)[O-])cc1)Nc1ccc2c(c1)CCC2	-13	-21	-17	-18	-6	-9	-12	-1	-30	-5	-5
COc1ccc(CCNC(=O)COC(=O)Cc2ccc(OC)cc2)cc1	4	-2	18	-2	-10	-3	-15	-23	-1	3	-5
COc1ccccc1CNC(=O)[C@H](CCSC)NC(=O)[C@@H]1Cc2ccccc2CN1	-8	2	1	4	-2	3	15	-3	0	-4	-2
Cc1cccc(C)c1-n1nnnc1C(c1ccccc1)N1CCN(C/C=C/c2ccccc2)CC1 (stereo unspecified)	-21	4	7	17	-1	0	12	1	12	11	·
CCOc1ccc(N2CC(C(=O)Nc3ccc(S(=O)(=O)Nc4nccs4)cc3)CC2=O)cc1 (stereo unspecified)	-11	3	-4	-3	-2	-3	13	-33	-20	1	5
CCCC(=O)N1CCC1(C)C(=O)NS(=O)(=O)c1ccc(Cl)cc1 (stereo unspecified)	0	-7	13	-3	-7	2	1	18	-39	-4	·
Cc1[nH]nc2c1C(Cc1ccccc1)C(C#N)=C(N)O2 (stereo unspecified)	14	-4	9	6	-6	0	3	-2	-15	0	-4
Cc1[nH]c(C)c(S(=O)(=O)N2CCN(c3cccc(Cl)c3)CC2)c1C(=O)N1CCCCC1	-68	-82	-9	-1	-18	5	1	-2	-58	1	-20
O=C(CNC(=O)c1ccccc1F)Nc1ccccc1C(F)(F)F	-6	-18	7	-2	8	2	-7	-1	3	-2	-3
CN(C)CCCNC(=O)C[C@H]1C[C@H](C(=O)N2CCCCC2)[C@@]2(CCc3ccccc3)c3[nH]c4cc(CCC(=O)N(C)C)ccc4c3CCN2C1=O	3	2	2	4	-9	1	-14	-5	4	-5	-1
CSc1nsc(SCC(=O)N2CCCc3ccccc32)n1	24	-10	-10	-14	2	-6	6	9	-26	-2	2
COc1ccc(C(=O)OCC(=O)NCc2ccco2)cc1S(=O)(=O)N1CCN(c2cccc(Cl)c2)CC1	-2	37	9	40	2	3	2	-14	-13	0	-2

No new results follow: entries from further up.
SMILES	NCOA3 inh	TWEAK-Fn14 inh	LRH-1 inv ag	TROY NFkB inh	NOD2-RIPK2 inh	ABHD5 PLIN5 PPI	COUP-TFII inh	NCOA2 inhibitor	NCOA1 inh	Granule exo inh	TLR9-MyD88 block
Cc1cccc(NC(=O)Nc2ccc(OCc3ccccc3)cc2)n1	-2	-6	5	-17	5	6	9	-9	2	-4	7
CC(NC(=O)CCCCCN1C(=O)c2ccccc2C1=O)c1ccc2c(c1)CCCC2 (stereo unspecified)	5	14	3	13	-1	-6	-1	1	6	-6	-1
O=C(Cc1ccc([N+](=O)[O-])cc1)Nc1ccc2c(c1)CCC2	-13	-21	-17	-18	-6	-9	-12	-1	-30	-5	-5
COc1ccc(CCNC(=O)COC(=O)Cc2ccc(OC)cc2)cc1	4	-2	18	-2	-10	-3	-15	-23	-1	3	-5
COc1ccccc1CNC(=O)[C@H](CCSC)NC(=O)[C@@H]1Cc2ccccc2CN1	-8	2	1	4	-2	3	15	-3	0	-4	-2
Cc1cccc(C)c1-n1nnnc1C(c1ccccc1)N1CCN(C/C=C/c2ccccc2)CC1 (stereo unspecified)	-21	4	7	17	-1	0	12	1	12	11	·
CCOc1ccc(N2CC(C(=O)Nc3ccc(S(=O)(=O)Nc4nccs4)cc3)CC2=O)cc1 (stereo unspecified)	-11	3	-4	-3	-2	-3	13	-33	-20	1	5
CCCC(=O)N1CCC1(C)C(=O)NS(=O)(=O)c1ccc(Cl)cc1 (stereo unspecified)	0	-7	13	-3	-7	2	1	18	-39	-4	·
Cc1[nH]nc2c1C(Cc1ccccc1)C(C#N)=C(N)O2 (stereo unspecified)	14	-4	9	6	-6	0	3	-2	-15	0	-4
Cc1[nH]c(C)c(S(=O)(=O)N2CCN(c3cccc(Cl)c3)CC2)c1C(=O)N1CCCCC1	-68	-82	-9	-1	-18	5	1	-2	-58	1	-20
O=C(CNC(=O)c1ccccc1F)Nc1ccccc1C(F)(F)F	-6	-18	7	-2	8	2	-7	-1	3	-2	-3

Screening data: PubChem BioAssay, several laboratories
